Screens (PubChem)
GLS inhibitor = blocks human kidney-isoform glutaminase activity | AID 624170 | O94925 | GLS enzymatic activity, qHTS titration | Potency, µM (doses to about 45.5 µM), for inactives: top-dose activity change, negative = inhibition, most hits filed as inhibitors | actives 0.21% (n = 410,000); note: potency is the fitted concentration of half-maximal effect; % is set by controls: 0 for no effect and ±100 for the full control effect
Target sequence (O94925 whole entry, looked up, canonical isoform): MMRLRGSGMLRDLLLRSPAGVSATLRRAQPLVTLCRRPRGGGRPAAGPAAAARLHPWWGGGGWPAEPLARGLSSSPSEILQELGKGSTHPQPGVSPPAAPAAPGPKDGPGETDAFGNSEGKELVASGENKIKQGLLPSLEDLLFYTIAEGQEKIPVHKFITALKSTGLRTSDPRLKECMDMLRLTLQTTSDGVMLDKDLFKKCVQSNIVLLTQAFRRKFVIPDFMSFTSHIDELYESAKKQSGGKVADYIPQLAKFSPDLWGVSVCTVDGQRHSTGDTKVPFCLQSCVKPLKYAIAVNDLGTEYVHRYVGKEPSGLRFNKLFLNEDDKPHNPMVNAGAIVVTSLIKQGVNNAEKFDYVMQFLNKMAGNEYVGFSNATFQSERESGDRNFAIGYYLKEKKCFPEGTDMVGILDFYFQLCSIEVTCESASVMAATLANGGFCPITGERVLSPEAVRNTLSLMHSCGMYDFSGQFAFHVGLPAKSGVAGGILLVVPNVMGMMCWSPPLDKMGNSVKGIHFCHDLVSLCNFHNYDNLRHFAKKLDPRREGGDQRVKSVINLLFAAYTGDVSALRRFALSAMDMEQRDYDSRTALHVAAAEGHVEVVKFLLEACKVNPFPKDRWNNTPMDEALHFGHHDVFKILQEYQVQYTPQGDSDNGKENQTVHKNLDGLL
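hKGA in 45 mM KH2PO4 pH 8.2, 0.02% Tween-20 with pin-transferred compounds; 1 mM L-glutamine (stock) plus glutamate oxidase/HRP/Amplex Red coupling added. Fluorescence read initially and after 30 min at RT.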
Tb PGK inh = T. brucei PGK inhibition; P07378; PGK/GAPDH coupled, Kinase-Glo luminescence, 60 min; Potency, µM (top dose mostly 57.5 µM), for inactives: at the highest dose activity change, negative = inhibition, most hits filed as inhibitors; actives 0.043% (n = 380,000); note: potency is the fitted concentration of half-maximal effect; % is set by controls: 0 for no effect and ±100 for the full control effect; nearly all actives have a fitted effect of over 60% in size
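Luminescent ATP detection (Kinase-Glo Plus) follows a 60-minute room-temperature incubation, with wells lacking PGK as controls. Buffer: 100 mM TEA (pH 7.6), 5 mM MgCl2, 0.01% Tween-20. Coupling enzyme GAPDH (100 nM final) supplies unstable 1,3-BPG in-well.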
BAZ2B inh = blocks human BAZ2B | Q9UIF8 | AlphaScreen BAZ2B-H3K14Ac peptide displacement | Potency, µM (top dose mostly 114 µM), for inactives: at the highest dose activity change, negative = inhibition, usual class: inhibitors | actives 4.4% (n = 360,000) | AID 504333; note: potency is the fitted concentration of half-maximal effect; % is set by controls: 0 for no effect and ±100 for the full control effect; nearly all actives have a fitted effect of over 60% in size
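Multi-concentration screen (max 110 uM) measuring displacement of acetylated histone H3 peptide from BAZ2B by AlphaScreen, using 50 nM protein, 50 nM peptide and 10 ug/mL streptavidin donor plus Ni-chelate acceptor beads.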
JMJD2A Tudor = blocks the human JMJD2A Tudor domain; O75164; AlphaScreen JMJD2A-Tudor / H3K4me3 peptide binding; Potency, µM (doses to about 114 µM), without a hit: at the highest dose activity change, negative = inhibition, most hits filed as inhibitors; actives 4.4% (n = 390,000); AID 504339; note: potency is the fitted concentration of half-maximal effect; % is set by controls: 0 for no effect and ±100 for the full control effect; nearly all actives have a fitted effect of over 50% in size
HP1b chromo inh = HP1-beta chromodomain-methylated histone interaction inhibition. P83916. AlphaScreen HP1-beta / biotin-H3K9me3 peptide binding. Potency, µM (highest dose often 114 µM), for inactives: at the highest dose activity change, negative = inhibition, hits mostly inhibitors. actives 0.56% (n = 390,000); note: potency is the fitted concentration of half-maximal effect; nearly all actives have a fitted effect of over 70% in size; inactives centre near 23
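AlphaScreen: HP1-beta (50 nM) preformed 30 min with biotin-H3(1-18)K9me3 peptide (50 nM) in PBS pH 7.4, 0.01% Tween-20. Compound added for 30 min at RT, then streptavidin donor/nickel chelate acceptor beads (10 ug/mL) for 30 min.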
G9a block = blocks human histone lysine methyltransferase G9a; Q96KQ7; G9a H3K9 monomethylation, AlphaScreen, 2 h; Potency, µM (titrated, usually from 102 µM), for the others: at the highest dose activity, negative = inhibition, hits mostly inhibitors; actives 8.8% (n = 350,000); note: potency is the fitted concentration of half-maximal effect; % is set by controls: 0 for no effect and ±100 for the full control effect; nearly all actives have a fitted effect of over 75% in size
Target sequence (Q96KQ7 913-1193 limits assumed): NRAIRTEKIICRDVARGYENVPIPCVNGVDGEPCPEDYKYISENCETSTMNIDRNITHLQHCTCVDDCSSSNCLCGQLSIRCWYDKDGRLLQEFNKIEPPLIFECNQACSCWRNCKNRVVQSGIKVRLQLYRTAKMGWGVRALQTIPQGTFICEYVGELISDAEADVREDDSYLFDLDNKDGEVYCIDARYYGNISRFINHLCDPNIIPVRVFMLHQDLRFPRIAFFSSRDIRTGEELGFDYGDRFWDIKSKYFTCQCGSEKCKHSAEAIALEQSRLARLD
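Compounds were preincubated with 20 nM G9a for 15 min, after which biotinylated H3K9 peptide (500 nM) and SAM (20 uM) started a 2 h room-temperature reaction. Monomethylated product was quantified by antibody-based AlphaScreen chemiluminescence.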
POLH inh = blocks human DNA polymerase eta activity | AID 588591 | recombinant Pol eta, fluorescent DNA replication assay | Potency, µM (highest dose often 114 µM), for the others: at the highest dose activity change, negative = inhibition, usual class: inhibitors | actives 1.2% (n = 390,000); note: potency is the fitted concentration of half-maximal effect; % is set by controls: 0 for no effect and ±100 for the full control effect
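Fluorescent replication assay: 50 nM final substrate added after a 15 min room-temperature compound preincubation with 10 nM enzyme. Signal taken at 0 min and again at 10 min.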
PI4K2A inh = blocks human PI4K2A kinase activity. Q9BTU6. purified PI4K2A, ADP-Glo luminescence, 1 h; active compounds read low. activity change, negative = inhibition, % at 76.9 µM. actives 0.13% (n = 420,000). AID 1346378; in the data active = activity change below about -50%; inconclusive = mostly about -30% to -49%;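 note: -100% = wells without enzyme as full effect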
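Compounds are screened against recombinant PI4K2A using PI as substrate and ATP, the latter dispensed at 300 microM. Reactions run one hour at ambient temperature before ADP-Glo detection; full inhibition defined by wells lacking enzyme.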
Pin1 inh = blocks the human prolyl isomerase Pin1 | Pin1 FP peptide displacement, HiFluor488, 10 min | actives 0.009% (n = 390,000) | Potency, µM (doses to about 115 µM), for the others: top-dose activity, negative = inhibition, actives largely listed as inhibitors | Q13526 | AID 504891; active = well fitted inhibition curve with a large enough effect in the polarisation, with a control signal flat, not every such curve was filed as active; inconclusive = small, poorly fitted or top-dose-only effect, or effect the other way, or a change in a side signal; inactive = no such curve, though single readings can be large or run the other way; the % refers to the polarisation; note: potency is the fitted concentration of half-maximal effect; % is set by controls: 0 for no effect and ±100 for the full control effect
An asterisk follows results filed as active; i = inactive; ? = inconclusive; . = no result given; [ ] = remark or other dose. Unless noted, calls come from the whole dose curve; as a rule, active = well fitted curve in the direction sought with a large enough effect; inconclusive = small, poorly fitted or top-dose-only effect, or another doubt; inactive = no such curve, though single readings can be large; an effect the other way counts as inactive or inconclusive. These rows are one share of the data. The share of hits here may be higher or lower than overall.

Compound,G9a block,HP1b chromo inh,Pin1 inh,GLS inhibitor,POLH inh,JMJD2A Tudor,PI4K2A inh,Tb PGK inh,BAZ2B inh
CCCNC(=O)c1ccc(SCC(=O)N(CC)CC)c([N+](=O)[O-])c1,11%[59 µM],36%[activator],1%,-11%,-18%,-5%,-1,0%,-3%
C=CCn1c(-c2csc(-c3ccc(Cl)cc3)n2)n[nH]c1=S,?,37%,6%,-8%,-5%,-9%,-2,-5%,14%
COc1ccc(N2CCN(C(=O)c3nn(-c4ccc(C)cc4)c(=O)n(C)c3=O)CC2)cc1,-35%[59 µM],-20%[57 µM],-8%,8%,-4%,-35%,-1,0%,-31%
CN(Cc1ccc(C(F)(F)F)cc1)C(=O)C1CC(=O)N(Cc2ccco2)C1 (stereo not given),.,31%,-6%,0%,4%,-11%,1,2%,.
CC(=O)NCCc1ccc(-c2csc(NC(=O)C3CC(=O)N(C4CCCC4)C3)n2)cc1 (stereo not given),-41%,7%,-2%,7%,-10%,-8%,0,3%,8%
CCc1ccc2oc(=O)cc(CN(C)Cc3ccccc3)c2c1,12%[59 µM],163%[activator],1%,9%,-14%,53%[activator],2,-10%,47%[activator]
CCOC(=O)Cn1c(CN2CCN(c3cccc(Cl)c3)CC2)nc2c1c(=O)[nH]c(=O)n2C,?,13%,1%,-13%,-7%,-15%,-3,-10%,2%
COc1ccc(OCC(=O)NCC2(N3CCN(C)CC3)CCCCC2)cc1,-7%[59 µM],42%[activator],5%,6%,-6%,-16%,2,9%,-5%
COc1cc(C2C(C(=O)OC(C)C)=C(C)Nc3ncnn32)cc(OC)c1OC (stereo not given),20%,25%,0%,5%,-10%,1%,-6,i,-4%
Cc1cccc(Cn2c(=O)n(CCCCC(=O)NCc3ccc4c(c3)OCO4)c(=O)c3ccccc32)c1,2%[59 µM],4%,-10%,-9%,-18%,-13%,2,-5%,4%
Cc1nn(C)cc1C(C(=O)NC1CCCCC1)N(C(=O)Cc1cccs1)c1ccc(F)cc1 (stereo not given),9%[59 µM],25%,1%,5%,-9%,0%,-4,i,-13%
COc1ccc(CCN2CC(C(=O)NCCc3ncccc3C)CCC2=O)cc1 (stereo not given),.,.,.,2%,-3%,.,2,7%,.

An excerpt taken from the entries so far, as a working copy:
Compound,G9a block,HP1b chromo inh,Pin1 inh,GLS inhibitor,POLH inh,JMJD2A Tudor,PI4K2A inh,Tb PGK inh,BAZ2B inh
CCc1ccc2oc(=O)cc(CN(C)Cc3ccccc3)c2c1,12%[59 µM],163%[activator],1%,9%,-14%,53%[activator],2,-10%,47%[activator]
CCOC(=O)Cn1c(CN2CCN(c3cccc(Cl)c3)CC2)nc2c1c(=O)[nH]c(=O)n2C,?,13%,1%,-13%,-7%,-15%,-3,-10%,2%
COc1ccc(OCC(=O)NCC2(N3CCN(C)CC3)CCCCC2)cc1,-7%[59 µM],42%[activator],5%,6%,-6%,-16%,2,9%,-5%
COc1cc(C2C(C(=O)OC(C)C)=C(C)Nc3ncnn32)cc(OC)c1OC (stereo not given),20%,25%,0%,5%,-10%,1%,-6,i,-4%
Cc1cccc(Cn2c(=O)n(CCCCC(=O)NCc3ccc4c(c3)OCO4)c(=O)c3ccccc32)c1,2%[59 µM],4%,-10%,-9%,-18%,-13%,2,-5%,4%
Cc1nn(C)cc1C(C(=O)NC1CCCCC1)N(C(=O)Cc1cccs1)c1ccc(F)cc1 (stereo not given),9%[59 µM],25%,1%,5%,-9%,0%,-4,i,-13%
COc1ccc(CCN2CC(C(=O)NCCc3ncccc3C)CCC2=O)cc1 (stereo not given),.,.,.,2%,-3%,.,2,7%,.

(further entries)
Compound,G9a block,HP1b chromo inh,Pin1 inh,GLS inhibitor,POLH inh,JMJD2A Tudor,PI4K2A inh,Tb PGK inh,BAZ2B inh
CCOC(=O)c1ncn2c1C(=O)OC2(C)C,?,8%,-1%,-8%,-2%,18µM*,-2,15%,?
O=C(OC(C(=O)NCC1CCCO1)c1ccc(F)cc1)c1ccco1 (stereo not given),-7%[12.7 µM],24%,-5%,0%,-5%,-19%,0,-4%,4%
CCOc1ccc(C(=O)NCC(=O)NNC(=O)CN(C)S(=O)(=O)c2ccc(Cl)cc2)cc1OCC,.,47%[activator],-8%,8%,?,-4%,-4,0%,.
CCOC(=O)C1=C(C)N(C)C(=O)NC1c1c(C)nn(-c2ccccc2)c1C (stereo not given),?,31%,-5%,6%,-11%,-20%,-4,-6%,1%
COc1cc(OC)cc(C(=O)N[C@H](C(=O)NCCc2c[nH]c3ccccc23)C(C)C)c1,-43%,8%,-1%,-9%,-16%,?,-6,i,?
COc1ccc(NC(=O)c2cc(CN3C(=O)c4ccccc4C3=O)ccc2OC)cn1,?,-1%,9%,12%,-12%,-7%[11.4 µM],10,i,?
CCOc1ccc(N=C(/C(C(=O)C(=O)N2CCOCC2)=C(/O)c2ccccc2)c2ccccc2)cc1,.,65%[activator],-3%,-3%,-18%,-14%,-1,i,?
CC1(C)CCN(Cc2ccccc2)C1CC#N (stereo not given),9%[59 µM],47%[activator],2%,11%,6%,-26%,-3,12%,-35%
CCC(=O)Oc1ccc(C/C(=N\O)c2ccc(O)cc2O)o1,13µM*,17%,-7%,?,79µM*,?,0,6%,?
O=C(O)CCC(C(=O)O)n1c(O)c(C2=c3ccccc3=NC2=O)sc1=S (stereo not given),?,0%,?,11%,-7%,-14%,-13,1%,?
COc1ccc(N=Cc2cc3c(cc2O)OC(N)=C(C#N)C3c2ccccc2)cc1 (stereo not given),33%[59 µM],28%,?,15%,-10%,-18%,0,-5%,-1%
CCN1CCN(CCCNC(=O)Cn2c(-c3cccs3)cc3ccccc32)CC1,-29%[59 µM],37%,1%,0%,-15%,-13%,-1,-2%,-17%
CCc1nnc(NC(=O)c2cccc(C(=O)Nc3nnc(CC)s3)n2)s1,63%[activator][59 µM],34%,?,-10%,-18%,-19%,0,i,3%
Fc1ccccc1/C=N/n1c(COc2ccccc2)n[nH]c1=S,2.2µM*,?,3%,4%,-20%,32µM*,3,-10%,?
CCc1c(C)nc2nc(SCc3ccccc3Cl)[nH]n2c1=O,22%,55%[activator],-1%,20%,0%,-26%,-1,-12%,?
Cc1nnc(SCc2ccccn2)n(N)c1=O,-2%,6%,3%,0%,7%,-12%,-17,3%,4%
O=C(N=C1SC2CS(=O)(=O)CC2N1c1cccc(F)c1)C1CC1 (stereo not given),2%[59 µM],36%,-2%,-3%,-19%,5%,-1,-7%,-2%
N#Cc1cc(-c2ccccc2)nnc1Sc1ccc(Cl)cc1,-1%,12%,0%,1%,-19%,-20%,6,-3%,9%
O=C(O)CCc1nc(-c2cccs2)no1,2%[59 µM],24%,0%,7%,-6%,-2%,5,-5%,2%
Cc1c(C(=O)OCC(=O)NCc2ccc3c(c2)OCO3)cccc1[N+](=O)[O-],10%[59 µM],9%,?,8%,-15%,-6%,-1,3%,14%
CC1(CO)COC(c2ccccc2)=N1 (stereo not given),8%,32%,-1%,0%,35%[activator],3%[11.4 µM],0,-6%,-2%
COc1ccc2c(c1)[nH]c1c(=O)n(CC3CCCO3)cnc12 (stereo not given),-45%[59 µM],15%,10%,0%,-11%,-4%,-1,-13%,5%
Cc1ccc(-n2c(=O)c3c(c4cc(C)ccc4n3C)n(CC(=O)Nc3ccc(F)cc3)c2=O)cc1,-17%[59 µM],-15%,-2%,9%,-6%,-17%,2,-5%,-9%
O=C(NC1CCCC1)C1c2ccccc2C(=O)N1CCCN1CCOCC1 (stereo not given),7%,37%[activator],-5%,1%,-2%,-5%,-2,-8%,4%
O=[N+]([O-])c1ccc(CN2C=NS(=O)(=O)c3ccccc32)cc1,?,8%,-1%,-2%,-7%,-18%,2,-10%,-9%
CC(C)c1ccc(C(=O)OCC(=O)c2c(N)n(C)c(=O)n(C)c2=O)cc1,.,13%,6%,4%,-12%,-12%,0,2%,.
COc1ccc(S(=O)(=O)N(CC(=O)N/N=C/c2ccc(C(=O)O)cc2)Cc2ccccc2)cc1OC,5%,21%,-3%,-13%,-12%,-9%,-2,-5%,1%
COc1ccc(NC(=O)C2CCCN(C(=O)c3ccc(Cl)cc3)C2)cc1Cl (stereo not given),-13%[12.7 µM],47%[activator],0%,-6%,-10%,-15%,4,-2%,-3%
C=CCNC(=O)c1ccc(NC(=O)C2=CSCCO2)cc1,95%[activator][59 µM],2%[57 µM],-10%,-2%,-2%,-21%,-11,-20%,18%
Cc1c(Cl)cnc(NC(=O)CSc2nncs2)c1Cl,5%[59 µM],18%,-2%,3%,?,-9%,4,-2%,-7%
